ASAP1 GAP inh: inhibitors of human ASAP1 ArfGAP activity, primary screen, biochemical, fluorescence polarization | Arf-GAP with SH3 domain, ANK repeat and PH domain-containing protein 1 (Homo sapiens), … | ASAP1-stimulated ARF1 GTP hydrolysis, GDP FP detection | inhibition, % at 16.5 µM | 360,000 tested, 0.19% active | AID 624377, 2012; in the data active = inhibition above about 25%;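 note: 0% = vehicle with enzyme and substrate and 100% = no enzyme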
Target sequence (Q9ULH1 325-724 limits assumed): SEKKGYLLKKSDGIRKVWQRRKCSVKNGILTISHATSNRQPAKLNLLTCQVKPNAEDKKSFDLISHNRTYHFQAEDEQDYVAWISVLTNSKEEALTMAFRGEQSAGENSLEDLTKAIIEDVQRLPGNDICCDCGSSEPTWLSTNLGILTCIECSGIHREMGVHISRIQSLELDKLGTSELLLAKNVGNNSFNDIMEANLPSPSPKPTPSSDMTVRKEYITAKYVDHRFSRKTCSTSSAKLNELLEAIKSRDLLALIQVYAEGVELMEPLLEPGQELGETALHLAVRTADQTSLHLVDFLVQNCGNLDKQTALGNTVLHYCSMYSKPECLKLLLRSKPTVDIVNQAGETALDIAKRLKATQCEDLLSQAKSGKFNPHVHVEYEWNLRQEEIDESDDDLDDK
ADAM10 inh: human ADAM10 inhibitors, primary screen, biochemical, QFRET, HTS; inhibition, % at 7 µM; Disintegrin and metalloproteinase domain-containing protein 10 (Homo sapiens), O14672; recombinant ADAM10, EDANS/DABCYL FRET peptide cleavage, 3 h; 370,000 tested, 0.62% active;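 active = inhibition above a per-campaign cutoff equal to the mean of compounds falling between control-based bounds plus 3 SD, cut at about 20% in these data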;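 note: 0% = DMSO wells while the 100% control is not disclosed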
Target sequence (O14672 214-748 limits assumed): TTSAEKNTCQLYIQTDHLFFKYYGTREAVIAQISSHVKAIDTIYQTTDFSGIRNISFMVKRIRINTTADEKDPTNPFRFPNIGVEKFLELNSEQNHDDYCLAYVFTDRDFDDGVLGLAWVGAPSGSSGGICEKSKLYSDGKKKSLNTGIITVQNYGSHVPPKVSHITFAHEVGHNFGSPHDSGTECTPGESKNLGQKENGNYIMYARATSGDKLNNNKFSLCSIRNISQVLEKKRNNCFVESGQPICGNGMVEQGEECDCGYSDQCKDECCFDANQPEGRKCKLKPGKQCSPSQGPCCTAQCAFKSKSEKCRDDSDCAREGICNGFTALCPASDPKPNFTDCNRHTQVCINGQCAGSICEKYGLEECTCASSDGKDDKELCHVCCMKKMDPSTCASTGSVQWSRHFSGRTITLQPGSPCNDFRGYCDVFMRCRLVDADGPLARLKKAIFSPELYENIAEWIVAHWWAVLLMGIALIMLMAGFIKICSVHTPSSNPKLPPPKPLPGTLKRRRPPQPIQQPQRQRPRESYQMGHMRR
SIAE primary: human SIAE inhibitors, primary screen, biochemical, fluorescence polarization, FP-Rh probe, 1536-well HTS | AID 1053197, 2014 | inhibition, % at 9.66 µM | Sialate O-acetylesterase (Homo sapiens), Q9HAT2 | SIAE FP-Rh probe binding | 370,000 tested, 0.69% active;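 active = inhibition above a cutoff: mean of compounds within the control limits plus 3 SD of those, cut at about 17% in these data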;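 note: 0% = plate median of compound wells and 100% = probe without SIAE protein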
Tn6 DDE FP: inhibitors of Tn6 peptide binding to fibrin DD(E), primary screen, biochemical, fluorescence polarization, human fibrin, Tn6 probe; Fibrinogen beta chain (Homo sapiens), P02675; Fibrin DD(E) TRITC-Tn6 fluorescence polarization displacement; inhibition, % at 8.3 µM; 370,000 tested, 0.21% active; AID 720509, 2013;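 active = inhibition above a per-campaign cutoff: mean of compounds within control limits plus 3 SD, cut at about 15% in these data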;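 note: 0% = median of all compound wells on the plate and 100% = blocking peptide control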
PLC-gamma1 inh: PLC-gamma1 enzyme inhibitors, primary screen, biochemical, fluorescence, purified enzyme; inhibition, % at 12.2 µM; 370,000 tested, 0.84% active; fluorogenic substrate; 1-phosphatidylinositol 4,5-bisphosphate phosphodiesterase gamma-1 (Homo sapiens), P19174; AID 720700, 2013; in the data active = inhibition above about 9.5%
PLCb3 inh: human PLC-beta3 inhibitors, primary screen, biochemical, fluorescence; Purified PLC-beta3, fluorogenic substrate; 1-phosphatidylinositol 4,5-bisphosphate phosphodiesterase beta-3 (Homo sapiens), Q01970; inhibition, % at 12.2 µM; 370,000 tested, 0.18% active; in the data active = inhibition above about 11%;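 note: 0% = median of compound wells on plate and 100% = full blocker control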
ADAM17 inh: ADAM17 inhibitors, primary screen, biochemical, QFRET; Disintegrin and metalloproteinase domain-containing protein 17 (Homo sapiens), P78536; recombinant ADAM17, EDANS/DABCYL FRET peptide cleavage; inhibition, % at 6.95 µM; 370,000 tested, 0.83% active;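 active = inhibition above the mean of compounds lying between control limits plus 3 SD, set per campaign, cut at about 8.5% in these data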;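 note: 0% = DMSO-only wells as the low control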
Tn7 DDE FP: inhibitors of Tn7 peptide binding to fibrin DD(E), primary screen, biochemical, fluorescence polarization, human fibrin, Tn7 probe; 370,000 tested, 0.13% active; FP displacement of FITC-Tn7 peptide from fibrin DD(E); 0% = median of compound wells per plate; Fibrinogen beta chain (Homo sapiens), P02675; inhibition, % at 8.3 µM;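 active = inhibition above the mean of compounds falling within the control limits plus 3 SD of them, cut at about 14% in these data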;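 note: 0% = plate median of compound wells and 100% = 10 µM Aha-Tn7 peptide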
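system = human fibrin DD(E) protein | quantity = DD(E) 2 µM final | medium = Tris/NaCl/CaCl2 buffer, pH 7.8 | also added = labelled Tn7 tracer, 0.1 µM | compound dosing = single point at 8.3 µM | timing = compound with protein 10 min, then 3 h after probe, room temperature | signal = FP measurement | benchmarks = Aha-Tn7 high control | repeats = one replicate per compound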
ARFGAP1 inh: inhibitors of rat ARFGAP1 GAP activity, primary screen, biochemical, fluorescence polarization, GDP tracer | ADP-ribosylation factor GTPase-activating protein 1 (Rattus norvegicus), Q62848 | Arfgap1-stimulated ARF1 GTP hydrolysis, GDP FP detection | inhibition, % at 16.5 µM | 360,000 tested, 0.26% active;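 active = inhibition above a per-plate limit, mean inhibition of low control wells plus 3 SD, cut at about 25% in these data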;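 note: 0% = DMSO wells with enzyme and 100% = wells lacking Arfgap1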
Target sequence (Q62848 1-136 limits assumed): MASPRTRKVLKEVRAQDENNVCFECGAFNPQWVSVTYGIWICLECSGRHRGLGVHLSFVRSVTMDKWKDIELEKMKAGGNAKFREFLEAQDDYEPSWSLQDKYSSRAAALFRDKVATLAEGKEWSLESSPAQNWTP
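Material: rat Arfgap1 GAP domain (His6, aa 1-136), purified enzyme. Also added: human ARF1(Δ1-17)-GTP substrate. Compound dosing: 16.5 µM single point, 1.26% DMSO. Timing: enzyme reaction 120 min at 25 °C after 20 min preincubation. Signal: GDP detection by fluorescence polarization. Read-out basis: percent inhibition of GAP-stimulated GDP formation, scaled between DMSO and no-Arfgap1 medians.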
TDP2 inh: human TDP2 enzyme inhibitors, primary screen, biochemical, epi absorbance, recombinant enzyme; Tyrosyl-DNA phosphodiesterase 2 (Homo sapiens), O95551; inhibition, % at 12.8 µM; T5PNP hydrolysis, p-nitrophenol absorbance 415 nm; 370,000 tested, 0.34% active;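 active = inhibition above the mean of all tested compounds plus 3 SD, set per campaign, cut at about 25% in these data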;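 note: 0% = DMSO with enzyme and 100% = buffer with substrate but no TDP2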
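System – recombinant human TDP2 · Amount – 120 nM TDP2 per well · Buffer or medium – Mg2+-containing Tris-HCl buffer, pH 7.5 · Reagent – T5PNP substrate, 5 mM · Dosing – 12.8 µM single point, 1% DMSO · Incubation – 2 h at 37 °C · Measured by – epi absorbance · Read-out basis – percent inhibition · Benchmarks – high control without enzyme, low control DMSO plus TDP2 · Repeats – singlicate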
* hit, by the source's call; i = inactive; . = no result given.

The line under a structure holds: ASAP1 GAP inh	ADAM10 inh	SIAE primary	Tn6 DDE FP	PLC-gamma1 inh	PLCb3 inh	ADAM17 inh	Tn7 DDE FP	ARFGAP1 inh	TDP2 inh
- O=C(Nc1sc2c(c1C(=O)O)CCCC2)c1ccccc1Cl
 : -15	4	-2	6	-43	-67	-6	6	-2	4
- COc1ccc2ccn(S(=O)(=O)c3ccccc3)c2c1
 : 15	19	4	-9	4	-5	2	2	8	-18
- CCN(CC)CCCNC(=O)c1cc(Sc2nnc(C)s2)nc2ccccc12
 : 1	-17	5	1	-5	-3	-4	-9	4	-1
- COc1cc(C(=O)NC2CCN(Cc3nnnn3Cc3ccc(F)cc3)CC2)cc(OC)c1OC
 : -2	-10	7	1	1	6	-2	9	-6	-4
- CCOC(=O)c1csc(NC(=O)CN2CCOCC2)n1
 : -10	-3	0	-4	2	-2	-4	-6	7	-1
- Cc1[nH]c2ccccc2c1-c1nc2ccccc2[nH]1
 : 1	-10	12	-4	-7	-31	-8	4	13	3
- Cc1ccc(S(=O)(=O)NC(C)(C)CN2CCC(Cc3ccccc3)CC2)cc1
 : -1	4	4	-2	0	-3	-2	1	-5	5
- CCCN(C(=O)CSc1ccccc1C(=O)O)C1CCS(=O)(=O)C1 (stereo not drawn)
 : -11	-10	9	4	0	-10	-2	3	4	-9
- O=C(COC(=O)c1nc(Cl)ccc1Cl)c1ccc(Cl)s1
 : -4	14	1	1	6	4	3	-2	2	-11
- O=C(CCC(=O)Nc1ccc(Br)cc1)N/N=C/c1ccc(F)cc1
 : 0	-50	-3	-5	-25	-47	-18	8	2	-4
- CC(CC(=O)Nc1nccs1)c1ccccc1 (stereo not drawn)
 : 15	-2	-1	5	1	-3	0	-2	0	14
- O=C(CSc1nc(Nc2ccccc2)nc(N2CCOCC2)n1)N1CCCC1
 : 6	-2	5	-7	6	0	4	-3	3	2
- O=C(Nc1ccc(Cl)cc1)c1csc(-c2ccccc2)n1
 : 10	4	-16	28*	-4	-6	-1	6	-5	-1
- CCCn1c(SCC(=O)N2c3ccccc3CC2C)nnc1-c1ccco1 (stereo not drawn)
 : -7	7	1	-2	1	-1	-4	3	12	11
- CCC(CO)Oc1cc(NCc2ccc(Cl)cc2Cl)c2ncn(C(C)C)c2c1 (stereo not drawn)
 : 7	22*	19*	-11	4	1	7	2	12	9
- CCc1ccc(S(=O)(=O)N2CCN(Cc3ccco3)CC2)cc1
 : -5	-10	4	1	1	-11	-5	1	9	3
- O=C(NCCN1CCC(n2c(=O)[nH]c3cc(Cl)ccc32)CC1)c1ccc(F)cc1
 : 5	0	-2	-2	5	5	2	-5	7	1
- CCC(=O)Nc1ccc(S(=O)(=O)NC[C@H]2O[C@@H](n3cnc4c(=O)[nH]c(N)nc43)[C@H](O)[C@@H]2O)cc1
 : 4	-6	-5	-7	5	-2	-6	4	11	2
- Cc1ccc(-c2nn(-c3cc(N4CCNCC4)ccc3[N+](=O)[O-])c(=O)c3ccccc23)cc1
 : -10	7	-1	-7	6	5	1	0	3	10
- Cc1ccc(-c2nn(C)c(=O)c3ccccc23)cc1CNC(=O)/C=C/c1ccccc1
 : 2	6	-14	6	3	0	-1	1	1	-2
- CC(C(=O)NCC1CCCCC1)N(C)Cc1ccc(Cl)cc1 (stereo not drawn)
 : -2	6	-5	4	2	0	1	-11	0	-16
- CCOc1nc(-c2ccccc2)ccc1-c1noc(-c2ccc(OC)c(OC)c2)n1
 : -7	0	-2	-2	-2	-10	0	-4	9	-2
- COc1ccc(S(=O)(=O)N2CCN(C(=S)NC3CCCCC3)CC2)cc1
 : -13	1	-4	-2	1	4	-2	-5	-2	0
- O=C(O)c1ccc2cccnc2n1
 : 1	4	2	9	-2	-1	-5	5	-11	12
- CCC(Sc1ncccc1C(=O)O)C(=O)N1CCCC1 (stereo not drawn)
 : 11	-2	1	1	-2	-2	-2	0	14	11
- O=C(NC1CCCCC1)c1ccc(CNc2c(N3CCOCC3)c(=O)c2=O)cc1
 : 1	-12	8	-6	1	-2	-4	-6	26*	0
- NC1(C#Cc2ccc3oc(=O)c(-n4cc(-c5ccsc5)nn4)cc3c2)CCCCC1
 : 2	0	2	-6	-91	-110	-6	-3	-3	14
- Clc1ccc(-c2ccccc2)cn1
 : -1	-2	1	-3	2	4	-3	-4	-4	7
- CCOc1ccc2nc(NC(=O)CSc3nnc(-c4ccncc4)n3CC3CCCO3)sc2c1 (stereo not drawn)
 : -12	6	-8	-10	0	2	2	2	-8	2
- COc1ccc(CNC(=O)[C@@H](Cc2ccccc2)NC(=O)CC[C@H]2O[C@@H](n3ccc(=O)[nH]c3=O)[C@H](O)[C@@H]2O)cc1
 : 2	-11	7	-5	-3	-1	-6	-2	2	0
- Cc1csc(NC(=O)c2ccccc2O)n1
 : -10	i	0	0	-210	-254	-309	0	-10	-4
- S=c1[nH]ccn1-c1ccc(Cl)cc1
 : 0	-3	6	7	1	-8	-1	-3	1	0
- Cc1ccc(C(=O)NCCC(=O)NCc2cc(=O)n(C)c(=O)n2C)cc1
 : -2	-5	-3	-7	-2	-4	-3	4	-12	-14
- Cc1ccc(S(=O)(=O)NC(=O)c2cc(C)n(-c3ccccc3)c2C)cc1
 : 8	5	-1	4	-3	-3	2	4	-12	8
- CC(C)[C@@H](CO)NC(=O)c1ccc2c3n(nc2c1)-c1ccccc1CO3
 : 1	-125	2	1	-59	-92	-34	-5	9	4
- CCS(=O)(=O)N1Cc2cc(C(=O)NCC3CC3)nc(-c3cccc(-c4cccnc4)c3)c2[C@@H]1CCO
 : -4	-13	-2	-1	1	2	-4	4	-14	-3
- CCCc1cc(=O)[nH]c(SCC(=O)Nc2cccc3ccccc23)n1
 : 5	2	6	-3	-3	-11	-4	1	11	-10
- O=C(O)CCNC(=O)c1cncc(Br)c1
 : -1	9	2	2	1	2	-1	3	-4	3
- COc1ccc(NC(=O)CSc2nc(C3CC3)nc3ccccc23)c(OC)c1
 : -6	4	-6	3	0	-1	3	4	-3	1
- COCC(=O)Nc1ccc(C)c(Cl)c1
 : -5	2	11	-14	2	4	-1	-4	1	12
- COc1ccccc1NC(=O)c1nnn(CC(=O)Nc2ccccc2)c1N
 : 6	2	-10	-6	-3	-1	-1	4	1	3
- Cc1ccccc1-n1nnnc1SCC(N)=O
 : 2	0	5	1	1	2	-2	6	-1	3
- Cc1c(NS(=O)(=O)c2cccc3nsnc23)c(=O)n(-c2ccccc2)n1C
 : -9	0	10	4	0	4	-3	-2	6	-4
- Cc1cccc(-n2c(C)nc3c(cnn3-c3ccc(F)cc3)c2=O)c1
 : -4	0	5	-2	0	4	1	-3	3	-6
- CCOCc1c(C(=O)N2CCN(CCOc3ccc(Cl)cc3)CC2)oc2ccccc12
 : 1	-3	1	-7	0	1	7	-2	11	-2
- CC(C)NC(=O)N(C)C[C@@H]1OCc2cnnn2CCCC(=O)N([C@H](C)CO)C[C@@H]1C
 : -14	-7	4	-5	0	2	-2	-8	3	-7
- COc1ccc(CNc2cccc(F)c2)cc1Br
 : 0	6	6	-2	0	-2	2	-3	3	-2
- CCCCNC(=O)O[C@@H]1C[C@@H]2CCN3C(=O)CCC[C@H]([C@H]1CC)[C@H]23
 : 13	-8	-1	3	-1	3	-3	-5	0	-5
- CC(C)(C)C(CO)NC(=O)c1ccc[nH]1 (stereo not drawn)
 : 14	-1	5	-8	1	-2	-2	-5	6	2
- COC(=O)COc1ccc2c(=O)c(Oc3ccccc3)c(C)oc2c1
 : -3	-4	-4	-5	-6	-5	-4	-2	5	-12
- COc1ccc(S(=O)(=O)Nc2cccc3c2O[C@H](CN(C)S(=O)(=O)c2ccccc2)[C@@H](C)CN([C@H](C)CO)C3=O)cc1
 : 11	5	1	-10	1	1	0	-4	18	0
- C=C(C(=O)c1ccccc1)C(C(=C)C(=O)c1ccccc1)c1ccc(OC)cc1
 : -8	-2	1	-9	1	1	7	-6	14	-12
- O=S(=O)(c1ccc2c(c1)OCCCO2)N1CCN(S(=O)(=O)c2c(F)cccc2F)CC1
 : .	4	8	8	1	0	3	7	.	-14
- CCC(Oc1ccccc1OC)C(=O)Nc1ccc2c(c1)OCO2 (stereo not drawn)
 : -4	-2	15	0	-2	-7	0	6	-8	-2
- Cc1c(NC(=O)CSc2nc3ccc(Cl)cc3[nH]2)c(=O)n(-c2ccccc2)n1C
 : 5	-3	6	4	0	-1	2	4	-15	-1
- COc1cc(Nc2ccc(C)cc2)c([N+](=O)[O-])nc1[N+](=O)[O-]
 : -9	5	-5	-2	9	5	0	-3	3	-10
- S=c1[nH]cc(Cc2ccccc2)s1
 : -8	0	1	13	1	4	3	7	-4	-3
- CC1CCCCC12NC(=O)N(CC(=O)Nc1ccc(OC(F)F)cc1)C2=O (stereo not drawn)
 : 4	-10	3	-6	3	-4	-4	-1	5	2
- COC(=O)c1ccc(-c2ccc(F)cc2)nc1C
 : -8	2	-5	-3	1	0	-2	4	6	0
- COCC(C)NC(=O)c1nn(Cc2ccccc2)c(=O)c2ccccc12 (stereo not drawn)
 : -8	-2	-5	7	-2	-7	-4	6	-1	12
- CCCCn1nnnc1C(c1ccccc1)N1CCN(c2ccc(C(F)(F)F)cn2)CC1 (stereo not drawn)
 : -1	10	6	11	-3	10	3	2	2	-1
- COc1ccc(CCNC(=O)C(C)SCc2ccccc2)cc1 (stereo not drawn)
 : 4	0	10	3	1	5	-2	4	11	5

Bioassay records (PubChem)
